M18AAP inhibitor = PfM18AAP inhibitors, malaria aminopeptidase, primary screen, biochemical, QFRET, recombinant enzyme; H-Glu-NHMec fluorogenic cleavage; AID 1822, 2009; inhibition, % at 7.35 µM; 1.2% of 290,000 active; M18 aspartyl aminopeptidase (Plasmodium falciparum 3D7);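 active = inhibition above the campaign mean inhibition over all tested compounds plus 3 SD, cut at about 28% in these data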;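 also: 0% = plate median of test compound wells and 100% = 2 mM ZnCl2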
GPR7 antagonist = GPR7 receptor antagonists, primary screen, cell-based, fluorescence, single concentration; GPR7-expressing cells, fluorescence antagonist assay; 1.1% of 290,000 active; inhibition, % at 4.4 µM; in the data active = inhibition above about 16%, passing the limit was not always enough;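 also: cells stimulated with the agonist NPW; 0% = agonist with vehicle and 100% = vehicle without agonist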
OXTR agonist = human OXTR agonists, primary screen, fluorescence, CHO-OTR cells, Fluo-8 calcium | 0.32% of 320,000 active | Oxytocin receptor (Homo sapiens), P30559 | Fluo-8 calcium fluorescence; normalized: DMSO 0%, oxytocin 100% | activation, % at 3 µM | AID 2435, 2010;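 active = activation above the mean of all tested compounds plus 3 SD, cutoff set per screening run, cut at about 20% in these data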;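 also: peak over basal fluorescence ratio from a 100 s FLIPR kinetic read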
Target sequence (P30559 whole entry, looked up): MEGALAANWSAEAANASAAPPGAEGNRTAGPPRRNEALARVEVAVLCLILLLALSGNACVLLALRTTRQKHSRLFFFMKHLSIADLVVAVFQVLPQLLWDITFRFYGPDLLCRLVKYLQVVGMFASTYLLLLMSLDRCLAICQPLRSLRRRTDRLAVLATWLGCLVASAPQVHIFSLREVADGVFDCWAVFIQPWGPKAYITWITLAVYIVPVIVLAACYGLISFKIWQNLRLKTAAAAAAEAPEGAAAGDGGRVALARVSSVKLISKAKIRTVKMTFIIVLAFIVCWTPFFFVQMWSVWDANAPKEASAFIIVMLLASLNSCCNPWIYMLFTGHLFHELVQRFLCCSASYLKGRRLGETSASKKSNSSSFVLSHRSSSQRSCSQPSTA
OXTR potentiator = human OXTR potentiators, primary screen, fluorescence, CHO-OTR cells, Fluo-8 calcium | Fluo-8 calcium fluorescence, potentiator mode; 0% = oxytocin EC15, 100% = EC100 | Oxytocin receptor (Homo sapiens), P30559 | 0.061% of 320,000 active | activation, % at 3 µM;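 active = activation above that plate's cutoff, the mean activation of tested compounds plus 3 SD, cut at about 6.6% in these data, passing the limit was not always enough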;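 also: 100% uses oxytocin at 75 nM as the full agonist control; some results filed as inactive read as strong as hits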
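Assay system: CHO cell line stably expressing human OTR | Also added: Oxytocin at about EC15, sub-maximal agonist stimulus | Times: Compound 6 min at room temperature before oxytocin, 100 s read | Measured by: Fluo-8 intracellular calcium fluorescence, ex 470-495, em 515-575 nm | Controls: EC15 oxytocin alone as 0%, 75 nM oxytocin as 100%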
NALP1 inh = NALP1 inflammasome inhibitors in reconstituted yeast, colorimetric, S. cerevisiae, triplicate retest | S. cerevisiae NALP1/ASC/caspase-1 growth, X-gal OD620, 72 h | inhibition, % at 10 µM | 0.61% of 280,000 active; in the data active = inhibition mostly above about 24%, no sharp cut-off; inactive = mostly below about 32%; also: some compounds called inactive have numbers as strong as hits
MEKK2wt PB1 HTS = modulators of MEK5 binding to wildtype MEKK2, primary screen, biochemical, multiplex bead flow cytometry, Alexa488-MEK5 | Mitogen-activated protein kinase kinase kinase 2 (Homo sapiens), Q9Y2U5 | AID 1531, 2009 | binding response (% of control), % at 10 µM | 1.1% of 290,000 active | Alexa488-MEK5 binding to MEKK2 WT; actives lie on both sides; in the data active = binding response below about 67% or above about 130%
V1aR counter = agonists of human V1a receptor, primary screen, counter-screen for OXTR agonist project, fluorescence, CHO-V1R cells; Fluo-8 calcium fluorescence, agonist mode; 0% DMSO, 100% 3 nM vasopressin; activation, % at 3 µM; 0.25% of 320,000 active; AID 2797, 2010;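 active = activation above the mean activation of all tested compounds plus 3 SD, per screening run, cut at about 20% in these data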;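 also: signal is peak over basal fluorescence ratio across a 100 second FLIPR read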
Target sequence (P37288 whole entry, looked up): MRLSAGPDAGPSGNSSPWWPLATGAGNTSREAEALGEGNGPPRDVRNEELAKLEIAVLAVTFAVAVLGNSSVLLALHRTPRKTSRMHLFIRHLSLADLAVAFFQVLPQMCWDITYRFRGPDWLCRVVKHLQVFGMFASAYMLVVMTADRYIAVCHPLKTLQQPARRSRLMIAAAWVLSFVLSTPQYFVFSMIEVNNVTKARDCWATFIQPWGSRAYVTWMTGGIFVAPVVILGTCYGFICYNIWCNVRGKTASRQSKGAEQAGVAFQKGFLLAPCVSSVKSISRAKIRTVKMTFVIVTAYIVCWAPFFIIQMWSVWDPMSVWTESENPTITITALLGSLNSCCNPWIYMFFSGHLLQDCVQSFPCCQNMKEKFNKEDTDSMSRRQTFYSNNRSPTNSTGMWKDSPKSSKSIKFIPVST
GalR3 antagonist = GalR3 antagonists in HEK293 cells, primary screen, cell-based, fluorescence readout | Galanin receptor type 3 (Homo sapiens), O60755 | HEK293 GalR3-CNG cAMP membrane potential fluorescence; galR3 body fused to GalR1 C-terminus | inhibition, % at 3 µM | 0.44% of 360,000 active | AID 651719, 2012;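 active = inhibition above the screen-wide average plus 3 SD, cut at about 13% in these data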;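 also: forskolin and galanin both at EC90 stimulate the cells; cAMP rise reported by CNG channel membrane potential dye signal; 0% = forskolin plus galanin with DMSO and 100% = forskolin alone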
Target sequence (O60755 1-299 limits assumed): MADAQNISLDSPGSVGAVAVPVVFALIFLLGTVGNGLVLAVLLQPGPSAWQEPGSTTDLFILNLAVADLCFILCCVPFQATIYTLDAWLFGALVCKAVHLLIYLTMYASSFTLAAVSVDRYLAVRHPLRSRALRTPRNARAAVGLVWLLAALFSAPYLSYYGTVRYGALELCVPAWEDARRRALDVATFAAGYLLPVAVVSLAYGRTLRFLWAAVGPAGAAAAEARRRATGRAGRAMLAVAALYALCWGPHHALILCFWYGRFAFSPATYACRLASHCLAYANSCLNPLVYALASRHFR
MEKK2 mut-MEK5 = MEK5 binding signal on mutant MEKK2 PB1, primary screen, biochemical, multiplex bead flow cytometry, Alexa488-MEK5; Alexa488-MEK5 binding to MEKK2 mutant; percent response, % at 10 µM; 0.35% of 290,000 active; in the data active = percent response above about 24%, passing the limit was not always enough; also: inactives centre near 1; some results filed as inactive read as strong as hits
Active calls of the source: *; . = no result given.

Molecule	M18AAP inhibitor	GPR7 antagonist	OXTR agonist	OXTR potentiator	NALP1 inh	MEKK2wt PB1 HTS	V1aR counter	GalR3 antagonist	MEKK2 mut-MEK5
COc1ccc(CC2(CO)CCN(Cc3ccc(NC(C)=O)cc3)CC2)cc1	1	-20	0.6	-6	11	108	1.2	-5	14
CN(C)C(=O)c1ccc(Nc2nc(-c3cccs3)nc3ccccc23)cc1	-1	-11	0.1	-9	9	107	1.0	-11	4
CC1CC(C)CN(c2ncnc3c2cnn3-c2ccc(Cl)cc2)C1 (stereo unspecified)	-6	2	0.0	-3	7	106	0.4	2	14
N#Cc1ccc(OCC(=O)N2CCN(S(=O)(=O)c3cccs3)CC2)cc1	3	-11	5.9	-5	-43	113	4.7	1	7
COc1cc(/C=C/C(=O)OCC(=O)NC(=O)NC(C)C)cc(S(=O)(=O)N2CCc3ccccc32)c1OC	2	-19	1.8	-14	18	104	1.4	-11	0
N#Cc1c(F)cccc1NCCCn1ccnc1	.	.	-0.4	-5	.	.	1.0	-6	.
Cc1ccc(-c2csc(NC(=S)NC(=O)c3cc4ccccc4o3)n2)cc1	3	13	1.3	1	36	98	0.1	2	0
CC(C)CC(COCc1ccc([N+](=O)[O-])cc1)N1CCN(C(=O)c2ccc(C(F)(F)F)cc2)CCC1=O (stereo unspecified)	0	11	-1.9	-9	17	95	-1.0	-7	1

(cont.)
Molecule	M18AAP inhibitor	GPR7 antagonist	OXTR agonist	OXTR potentiator	NALP1 inh	MEKK2wt PB1 HTS	V1aR counter	GalR3 antagonist	MEKK2 mut-MEK5
CCCCn1c(N)c(N(CC)C(=O)CSCc2ccc(C)cc2)c(=O)[nH]c1=O	-5	-10	-0.2	-2	6	104	0.2	-2	2
CCOC(=O)c1sc(=NC(=O)c2ccc(C)cc2)n(C)c1C	2	-6	-1.6	-11	-3	95	-1.4	-2	-3
NC(=O)CC(NC(=O)c1cccc(Br)c1)c1ccc(N2CCC(Br)CC2)c([N+](=O)[O-])c1 (stereo unspecified)	9	11	1.4	-5	16	90	0.9	-9	-5
CC1(C)CC(NC(=O)c2sc3cc(Cl)ccc3c2Cl)CC(C)(C)N1	-2	16	3.7	0	-1	128	1.9	-11	9
CC12CN3CC(C)(CN(C1)C3c1ccc([N+](=O)[O-])o1)C2=O (stereo unspecified)	-7	-3	-0.3	-7	7	98	0.3	-1	-8
Cc1nc2cc(F)ccc2n1C1CCN(C(=O)c2c(F)cccc2F)CC1	-1	-12	5.9	-22	-6	105	4.5	-6	0
O=C(NCCc1ccccc1)C(=O)N/N=C/c1ccc2c(c1)OCO2	4	-15	-1.3	-7	-4	100	-0.8	-7	4
O=c1[nH]c2cc3c(cc2cc1CN(Cc1ccccc1)Cc1nnnn1Cc1ccco1)OCCO3	30*	-7	.	.	-5	100	.	9	6

Later entries.
Molecule	M18AAP inhibitor	GPR7 antagonist	OXTR agonist	OXTR potentiator	NALP1 inh	MEKK2wt PB1 HTS	V1aR counter	GalR3 antagonist	MEKK2 mut-MEK5
COc1ccc(S(=O)(=O)N2CCOCC2)cc1NC(=O)Cn1nnc2ccccc2c1=O	6	7	0.1	-6	9	101	0.2	0	-2
CC(=O)Nc1ccc(-c2cc(-c3ccccc3)nc(-c3ccccc3)n2)cc1	-2	-1	-0.6	-10	18	112	-0.3	3	2
CSc1nc(O)c(C2OC(=O)c3ccccc32)c(=O)[nH]1 (stereo unspecified)	8	-7	-0.5	-3	16	105	0.7	0	3
CS(=O)(=O)N1CCCC(C(=O)N2CCOCC2)C1 (stereo unspecified)	3	3	0.5	0	.	100	2.1	-1	5
CC(=O)Nc1ccccc1N(CC(O)Cn1c2ccccc2c2ccccc21)S(=O)(=O)c1ccc(C)cc1 (stereo unspecified)	7	2	-0.2	-10	37	106	0.6	-6	0
Cc1ccc2nc(C)c(C(=O)O)cc2c1	-6	-6	0.4	-9	16	105	0.0	-5	-1
COc1ccccc1NC(=O)Nc1ccnn1C1CCCCC1	3	1	0.9	0	2	105	-0.9	-1	4
COc1ccc(NCc2cc3cc(OC)ccc3[nH]c2=O)cc1	17	-2	2.4	-5	11	96	0.2	-6	-1

Reprinted at random: 3 records from the list, in no set order.
Molecule	M18AAP inhibitor	GPR7 antagonist	OXTR agonist	OXTR potentiator	NALP1 inh	MEKK2wt PB1 HTS	V1aR counter	GalR3 antagonist	MEKK2 mut-MEK5
COc1ccccc1NC(=O)Nc1ccnn1C1CCCCC1	3	1	0.9	0	2	105	-0.9	-1	4
COc1ccc(NCc2cc3cc(OC)ccc3[nH]c2=O)cc1	17	-2	2.4	-5	11	96	0.2	-6	-1
CSc1nc(O)c(C2OC(=O)c3ccccc32)c(=O)[nH]1 (stereo unspecified)	8	-7	-0.5	-3	16	105	0.7	0	3

Later entries.
Molecule	M18AAP inhibitor	GPR7 antagonist	OXTR agonist	OXTR potentiator	NALP1 inh	MEKK2wt PB1 HTS	V1aR counter	GalR3 antagonist	MEKK2 mut-MEK5
COc1ccccc1N1CCN(S(=O)(=O)c2ccc3c(c2)NC(=O)C(C)C(=O)N3)CC1 (stereo unspecified)	-1	-9	-1.1	-2	16	103	0.0	.	1
O=C(CC1(O)C(=O)Nc2ccccc21)c1ccc(-n2cnnn2)cc1 (stereo unspecified)	-2	-8	1.5	3	8	99	1.1	-2	-1
COc1cc(/C=N/N2CCN(c3ccc(Cl)cc3)CC2)cc(OC)c1OC(C)=O	20	4	-0.9	-13	-3	105	1.1	-8	1
Cc1oc(-c2ccccc2F)nc1CS(=O)CC(=O)NCc1ccc(F)cc1 (stereo unspecified)	-5	-5	-2.1	-3	10	98	-0.3	.	-1
O=C(C1CCC1)N1CCN(S(=O)(=O)c2cccc(F)c2)CC1	.	.	0.0	-3	.	.	0.9	-2	.
COc1ccc(-c2csc(NC(=S)NC(=O)c3ccccc3)n2)cc1Br	-6	-9	-0.1	-4	.	95	1.7	3	-11
C[C@H]1CN=C(N(C)C)N1CCCC1CCCC1	.	.	0.0	-10	.	.	-0.3	-2	.
Cc1nonc1NC(=O)CSc1nc(CCC2CCCC2)nc2ccccc12	1	-15	1.4	-6	.	99	0.3	-7	1

Part of the list above, with each value named.
O=C(CC1(O)C(=O)Nc2ccccc21)c1ccc(-n2cnnn2)cc1 (stereo unspecified)
  M18AAP inhibitor = -2; GPR7 antagonist = -8; OXTR agonist = 1.5; OXTR potentiator = 3; NALP1 inh = 8; MEKK2wt PB1 HTS = 99; V1aR counter = 1.1; GalR3 antagonist = -2; MEKK2 mut-MEK5 = -1
Cc1oc(-c2ccccc2F)nc1CS(=O)CC(=O)NCc1ccc(F)cc1 (stereo unspecified)
  M18AAP inhibitor = -5; GPR7 antagonist = -5; OXTR agonist = -2.1; OXTR potentiator = -3; NALP1 inh = 10; MEKK2wt PB1 HTS = 98; V1aR counter = -0.3; GalR3 antagonist = .; MEKK2 mut-MEK5 = -1
COc1ccccc1N1CCN(S(=O)(=O)c2ccc3c(c2)NC(=O)C(C)C(=O)N3)CC1 (stereo unspecified)
  M18AAP inhibitor = -1; GPR7 antagonist = -9; OXTR agonist = -1.1; OXTR potentiator = -2; NALP1 inh = 16; MEKK2wt PB1 HTS = 103; V1aR counter = 0.0; GalR3 antagonist = .; MEKK2 mut-MEK5 = 1

The results go on.
Structure	M18AAP inhibitor	GPR7 antagonist	OXTR agonist	OXTR potentiator	NALP1 inh	MEKK2wt PB1 HTS	V1aR counter	GalR3 antagonist	MEKK2 mut-MEK5
COc1nn(CC(=O)N2N=C(C)CC2(O)C(F)(F)F)cc1[N+](=O)[O-] (stereo unspecified)	-4	-15	-0.1	1	-12	100	-0.8	-5	2
CC(C)(CO)NC(=O)c1ccc2nc(Cc3cccc(Cl)c3)oc2c1	6	-10	1.4	-6	-4	101	0.2	-9	5
COc1ccc(-c2nnc(NC(=O)c3ccc4c(c3)OCCO4)o2)cc1	-5	0	-0.3	-2	17	100	2.5	3	4
Cn1cccc1CC(=O)N/N=C/c1cc([N+](=O)[O-])ccc1Cl	4	-2	-1.1	-20	8	91	-0.5	3	-3
Cc1ccc(/C=C2/Sc3ccc(C(=O)NCCN4CCOCC4)cc3NC2=O)cc1	1	-16	1.7	0	3	108	1.3	-5	4
COCCN(C(=O)CSc1nnc(-c2cccc(OC)c2)n1C)c1c(N)n(Cc2ccccc2)c(=O)[nH]c1=O	-8	-6	1.4	-1	8	95	0.5	.	-9
Cc1nc2c(-c3ccc(F)cc3)c(C)nn2c(C)c1CCC(=O)Nc1ccccc1F	-3	3	-0.2	-3	.	48	-0.8	3	-13
COc1ccc(C2=NS(=O)(=O)N(C)C(C(=O)Nc3ccc(C(C)=O)cc3)=C2)cc1OC	1	-5	4.3	-11	0	100	11	1	4
Nc1nonc1-n1nnc(C(=O)N/N=C/c2cccc(Cl)c2)c1CN1CCCC1	.	.	-1.0	-2	.	.	-0.1	1	.
CCOC(=O)N1CCN(C(=O)/C=C/c2ccc3c(c2)OCO3)CC1	-3	-2	-0.5	-1	32	98	0.4	-6	-1

Following part.
Structure	M18AAP inhibitor	GPR7 antagonist	OXTR agonist	OXTR potentiator	NALP1 inh	MEKK2wt PB1 HTS	V1aR counter	GalR3 antagonist	MEKK2 mut-MEK5
C=CCOc1ccc(/C=N/NC(C)=O)cc1OCC	-7	3	-0.4	5	4	99	1.0	-2	2
COc1cc(C(=O)NC(C)c2cccc3ccccc23)cc(OC)c1OC (stereo unspecified)	2	-15	-1.8	8	-3	106	-1.4	-3	13
COc1nc(-c2ccccc2)cc(-c2ccccc2)n1	-2	-13	-1.7	-1	24	90	-0.8	-5	-7
COc1ccccc1C(=O)n1nc(-c2ccccc2)nc1NCc1ccco1	-13	-4	-1.5	-5	10	93	0.3	-6	-9
CCCCCc1ccc(C(=O)CCCC)c(=S)[nH]1	-4	-7	-0.8	-9	-7	102	1.6	-5	5
COC(=O)c1ccc(OC(=O)c2cccnc2)cc1	0	-18	-0.1	-9	4	106	0.8	1	0
COc1cc(OC)c(OC)cc1/C=N/NC(=O)c1ccc(CSc2nc(C)cc(C)n2)cc1	.	.	-2.0	-1	.	.	-0.4	4	.
NC1=NC2(CCCCCC2)n2c(nc3ccccc32)N1	3	-1	0.0	-1	-3	100	0.4	-6	1
COc1ccc(-n2ncc3c2CC(C)(C)CC3NC(=O)c2oc(C)cc2C)cc1 (stereo unspecified)	-1	-9	-3.2	0	1	101	-0.6	-8	5
COc1ccc(C(=O)NC(=S)Nc2ccccc2[N+](=O)[O-])cc1OC	-1	-7	-0.6	2	-17	103	-0.1	11	6
Cc1ccc(C)c(N2CCN(S(=O)(=O)c3ccc4c(c3)OCCO4)CC2)c1	7	-11	-1.0	-18	29	91	-0.5	-5	-8
CCOc1cc(/C=N/Nc2cc(C)nc(-n3nc(C)cc3C)n2)ccc1O	23	-8	0.5	-5	5	97	1.7	-4	-4
Cc1cccc(C)c1NC(=O)c1cc2c(=O)c3ccccc3oc2nc1C(F)(F)F	9	1	-0.3	3	-1	90	1.2	-4	-9

No enrichment for hits. Share with any hit: about 4.1%.
